p-CIP stab down: lowers stability of the mouse p/CIP coactivator protein | F442A p/CIP-EGFP cells, EGFP fluorescence, 16 h | hit rate 0.01% among 290,000 | AID 1984 | decrease of EGFP signal, % at 10 µM;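 active means EGFP signal decrease of at least 30% at 10 µM or well 3 SD below plate mean, unless failing retest; inactive means the rest, including hits failing retest or dose response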; further: some compounds called inactive have numbers as strong as hits; many of its hits are not listed in these tables
CRFR2-BP ag: CRF-BP/CRF-R2 complex agonism | HEK293 CRF-R2/CRF-BP, calcium dye fluorescence (FLIPR); percent of saturating CRF peptide response | hit rate 0.46% among 350,000 | activation, % at 13.2 µM;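 active means activation of at least 50%, plus an integration ratio under a set limit after plate pattern correction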;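 further: plate controls were neutral control wells without compound for no effect and CRF at EC100 for full effect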
M4 PAM: potentiates acetylcholine response at human M4 receptor. P08173. CHO-K1 hM4/Gqi5, Fluo-8 calcium fluorescence, ACh EC20; 0% = ACh EC20, 100% = maximal ACh. activation, % at 3 µM. hit rate 0.4% among 360,000. AID 624126;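 active means activation above its plate's cutoff, the mean activation of sample wells plus 3 SD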; further: some results filed as inactive read as strong as hits
MEKK3 PB1 HTS: raises or lowers MEK5 binding to the human MEKK3 PB1 domain; binding response (% of control), % at 10 µM; Q99759; bead-based flow cytometry, Alexa488-MEK5 binding to MEKK3; actives lie on both sides; 0 = blocked by unlabeled MEK5, 100 = vehicle; hit rate 1.4% among 290,000;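 active means binding response more than 3 SD above or below the average of its plate-row segment, actives on both sides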;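 further: Alexa488 bead fluorescence after subtracting the streptavidin-only scavenger bead signal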
IDE cell activ: activators of human insulin-degrading enzyme in cells | AID 493087 | HEK cells, FAbeta-B cleavage, fluorescence polarization; 0% vehicle, 100% cell-free pure enzyme wells | hit rate 0.073% among 340,000 | activation, % at 5.96 µM | P14735;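 active means activation above the mean of all tested compounds plus 3 SD, set per screening campaign, cut at about 17% in these data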
Target sequence (P14735 whole entry, looked up): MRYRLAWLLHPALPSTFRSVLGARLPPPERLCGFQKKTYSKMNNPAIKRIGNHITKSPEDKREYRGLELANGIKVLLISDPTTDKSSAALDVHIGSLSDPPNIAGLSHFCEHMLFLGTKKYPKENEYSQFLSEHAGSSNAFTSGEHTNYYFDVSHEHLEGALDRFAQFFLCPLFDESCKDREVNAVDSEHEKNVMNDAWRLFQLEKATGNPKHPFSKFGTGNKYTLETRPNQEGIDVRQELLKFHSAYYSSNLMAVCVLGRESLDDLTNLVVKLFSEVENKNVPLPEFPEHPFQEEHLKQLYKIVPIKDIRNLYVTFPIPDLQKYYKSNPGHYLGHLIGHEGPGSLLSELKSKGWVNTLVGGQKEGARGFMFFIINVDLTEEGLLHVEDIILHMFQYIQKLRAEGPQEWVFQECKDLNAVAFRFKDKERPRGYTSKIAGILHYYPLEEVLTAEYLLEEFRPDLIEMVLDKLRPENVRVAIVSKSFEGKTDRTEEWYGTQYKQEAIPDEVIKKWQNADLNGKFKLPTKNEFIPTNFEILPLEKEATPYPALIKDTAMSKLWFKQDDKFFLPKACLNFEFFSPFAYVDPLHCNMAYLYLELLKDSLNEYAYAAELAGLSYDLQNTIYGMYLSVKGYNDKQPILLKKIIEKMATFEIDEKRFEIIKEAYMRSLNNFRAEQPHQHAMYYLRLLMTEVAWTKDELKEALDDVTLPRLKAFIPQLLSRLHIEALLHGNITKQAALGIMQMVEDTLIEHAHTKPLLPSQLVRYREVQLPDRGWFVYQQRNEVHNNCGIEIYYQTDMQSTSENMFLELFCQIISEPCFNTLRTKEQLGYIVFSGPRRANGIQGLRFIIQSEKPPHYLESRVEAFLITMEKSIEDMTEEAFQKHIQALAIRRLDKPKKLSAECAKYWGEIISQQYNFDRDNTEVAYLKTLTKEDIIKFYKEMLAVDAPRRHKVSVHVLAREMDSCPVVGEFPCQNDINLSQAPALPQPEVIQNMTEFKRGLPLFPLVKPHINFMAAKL
GalR3 antag: antagonists of human GalR3; HEK293 GalR3-CNG cAMP membrane potential fluorescence; galR3 body fused to GalR1 C-terminus; AID 651719; O60755; hit rate 0.44% among 360,000; inhibition, % at 3 µM;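 active means inhibition above the screen-wide average plus 3 SD, cut at about 13% in these data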;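 further: forskolin and galanin both at EC90 stimulate the cells; cAMP rise reported by CNG channel membrane potential dye signal; 0% = forskolin plus galanin with DMSO and 100% = forskolin alone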
CRFR2-BP antag: antagonists of CRF-binding protein/CRF-R2 receptor complex | HEK293 CRF-R2/CRF-BP, CRF-induced calcium fluorescence | inhibition, % at 11.8 µM | hit rate 0.59% among 350,000;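 active means inhibition of the ligand-induced calcium signal above about 50% at the single tested concentration, limit read from the data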
IDE inh: inhibitors of human insulin-degrading enzyme in cells; P14735; HEK cells, FAbetaB cleavage, fluorescence polarization; inhibition, % at 5.59 µM; hit rate 0.41% among 320,000; AID 434962;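 active means percent inhibition above the average of all tested compounds plus 3 SD, set per screening campaign, cut at about 16% in these data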;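 further: IDE supplied by intact live HEK cells; FP after avidin binding of uncleaved biotin substrate so inhibition keeps polarization high; 0% = DMSO wells and 100% = 60 µM reference IDE inhibitor Ii1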
PHOSPHO1 inh: blocks human PHOSPHO1 phosphatase activity; hit rate 1.1% among 290,000; inhibition, % at 13.3 µM; recombinant PHOSPHO1, absorbance phosphatase assay; AID 1565; Q8TCT1; in the data active means inhibition above about 60%
* hit, by the source's call; / = no result given.

SMILES	p-CIP stab down	CRFR2-BP ag	M4 PAM	MEKK3 PB1 HTS	IDE cell activ	GalR3 antag	CRFR2-BP antag	IDE inh	PHOSPHO1 inh
CCC(CC)c1nnc(NC(=O)CCNC(=O)c2ccccc2Cl)s1	-11	0.1	7	99	0	-4	-3	-3	27
CCCn1c(C)cc(C(=O)COC(=O)c2cc(S(=O)(=O)NCC(C)C)c(Cl)cc2Cl)c1C	-2	3.8	-2	104	-1	-5	-11	-2	16
CC(C)(C)C1=Nn2c(nnc2-c2n[nH]c3c2CCC3)SC1	4	-0.8	-2	104	1	-5	1	4	68*
CCOC(=O)CCSc1nc(C)c2cc(C)ccc2n1	4	0.1	-3	110	-1	-6	-4	2	16
CC(C)Cn1c2ccccc2c2cc(C(=O)O)ccc21	-16	1.4	9	110	-1	7	2	-4	-16
CNC(=O)C(=O)Nc1cc2c3c(c1)CCC(=O)N3CCC2	-4	0.3	0	102	5	-5	4	3	17
CCOc1ccccc1NC(=O)c1ccc(OCC(=O)N2CCOCC2)c(OC)c1	/	1.0	5	/	3	-1	0	-2	/
Cc1cc(NC(=O)c2cc(C(C)C)on2)no1	2	1.6	2	102	9	-5	-28	2	22
Cc1cc(C(=O)Nc2sccc2C#N)c2ccccc2n1	5	-0.2	-12	102	4	-11	4	1	18
COc1ccc(/C=N/NC(=S)NCCc2ccccc2)cc1	1	3.0	-8	103	1	-10	-2	-5	23
Cc1cc(C)c2sc(NC(=O)CN3C(=O)CCC3=O)nc2c1	-4	1.3	-2	111	3	-5	-10	1	22
O=C(NCc1ccccc1)c1ccc(CN(c2ccccn2)S(=O)(=O)c2ccccc2)cc1	0	0.5	-3	110	4	-6	-9	2	49
O=C(OCCN(C1=NS(=O)(=O)c2ccccc21)c1ccc(Cl)cc1)c1ccco1	-8	2.5	-5	100	-5	-3	13	3	-12
CCN1C(=O)[C@@H]2Cc3c([nH]c4ccccc34)C(c3cc(OC)c(OC)c(OC)c3)N2C1=S (stereo partly specified)	-12	6.5	1	96	-66	-4	10	13	/
O=C(CSc1nc2ccccc2[nH]1)c1ccccc1F	-1	-1.2	2	100	-4	-5	-7	1	24
COC(=O)CCc1nc2c(C#N)c(-c3ccc(Cl)cc3)ccn2n1	-1	1.1	0	116	3	5	-3	2	20
CCOC(=O)N1CCN(C(=O)COC(=O)c2cc(Cl)cc(Cl)c2)CC1	/	-5.8	10	/	-6	-3	0	-1	/
COC(=O)C1=C(C)N(Cc2ccccc2)C(=NCCCOC(C)C)N[C@H]1c1ccccc1	/	0.8	-3	/	0	-8	-4	1	/
COc1ccc(CSc2nnc(Cc3sc(-c4ccccc4)nc3-c3ccccc3)o2)cc1	2	3.8	8	102	-2	-3	1	2	11
CCOCCCN(C(=O)Cn1nnc(-c2ccc(C)o2)n1)C(C(=O)NC1CCCC1)c1ccc(C)o1 (stereo unspecified)	6	-5.5	5	104	-3	-2	3	/	18
CCOc1cc(Br)c(COc2ccc(C)nc2[N+](=O)[O-])cc1OCC	-6	-2.6	0	108	1	-8	-15	0	23
CCN(CC(=O)Nc1c(F)cccc1F)C(=O)/C=C/c1ccc(C)o1	/	-0.2	0	/	1	-5	1	-3	/
COc1cc(N)c(Cl)cc1C(=O)OCC(=O)c1cccs1	6	0.5	-2	99	2	-9	1	6	-7
CC1(C)CC(=O)C2=C(C1)NCN(Cc1ccc3c(c1)OCO3)C2	-2	-0.9	8	103	-2	1	16	2	43
CN(C(=O)c1ccc(NC(=O)Cc2ccc(NC(=O)C3CCN(C(=O)C4CCC4)CC3)cc2)cc1)C1CC1	/	-0.9	18	/	5	-2	-5	3	/
O=C(CCc1nnc2ccc(NCc3ccco3)nn12)Nc1ccccc1F	-3	-0.6	5	100	-4	-3	-2	5	33
CC1CC(=O)c2c(cc3c(-c4c(O)cc(O)c5c(O)c6c(cc45)OC(C)CC6=O)c(O)cc(O)c3c2O)O1 (stereo unspecified)	-8	3.8	4	97	25*	/	-3	-15	-64
CCn1c(SCC(=O)Nc2cc(C)on2)nnc1-c1ccncc1	-17	0.5	0	101	9	-5	-4	9	35
CC(=O)N1CCN(C(=S)NC(=O)c2c(-c3ccccc3Cl)noc2C)CC1	21	-1.1	-7	104	2	-3	5	-7	12
Cc1ccc(OCC(O)Cn2c(=N)n(CCN3CCOCC3)c3ccccc32)cc1 (stereo unspecified)	-3	0.2	3	102	3	-5	13	4	21
C=CCNc1nc(-c2sc(NC(=O)CC)nc2C)cs1	-3	-0.2	3	110	0	-4	21	-1	9
Cc1nc2ccc(NC(=O)[C@H](C)N3C(=O)C4CC=CCC4C3=O)cc2s1 (stereo partly specified)	/	-0.5	1	/	1	3	7	-2	/
CCN1C(=O)[C@H]2[C@@H](c3ccc(OC)cc3)N3C(=O)CN(CC4CC4)C(=O)[C@@]3(C)[C@H]2C1=O	-1	0.7	1	98	5	-3	-6	-1	10
O=C(O)CCC(=O)NC1CCCCC1	0	0.1	4	101	5	-5	3	1	-1
O=C1OCCC1Sc1nnc(-c2ccc(Cl)cc2Cl)o1 (stereo unspecified)	6	-1.8	-27	92	4	-1	45	8	3
CCn1cc(C(=O)NC(C)C23CC4CC(CC(C4)C2)C3)cn1 (stereo unspecified)	4	0.3	10	107	4	-1	-1	1	2
O=C1NC(=O)/C(=C\c2ccc(OCc3cccc([N+](=O)[O-])c3)cc2)N1	8	-1.6	-14	97	-2	-4	6	2	-23
CCCCCCCCNS(=O)(=O)CCNCc1ccccc1	/	-1.7	1	/	2	-7	7	/	/
Cn1c(=O)n(C)c2cc(N3CCCCC3)c(NC(=O)c3cccc(Cl)c3)cc21	-7	-1.4	2	102	-4	-9	1	0	18
COc1ccc(C(=O)NNC(=O)CSc2nnnn2-c2cc(OC)cc(OC)c2)cc1	0	-2.7	-1	100	5	-9	-8	5	8

Of the compounds above, these contain two or more sulfur atoms.
SMILES	p-CIP stab down	CRFR2-BP ag	M4 PAM	MEKK3 PB1 HTS	IDE cell activ	GalR3 antag	CRFR2-BP antag	IDE inh	PHOSPHO1 inh
COc1ccc(CSc2nnc(Cc3sc(-c4ccccc4)nc3-c3ccccc3)o2)cc1	2	3.8	8	102	-2	-3	1	2	11
C=CCNc1nc(-c2sc(NC(=O)CC)nc2C)cs1	-3	-0.2	3	110	0	-4	21	-1	9

Next entries
SMILES	p-CIP stab down	CRFR2-BP ag	M4 PAM	MEKK3 PB1 HTS	IDE cell activ	GalR3 antag	CRFR2-BP antag	IDE inh	PHOSPHO1 inh
Cc1ccccc1CSc1ncnc2ccccc12	-11	-3.5	11	98	-3	-3	-8	2	-23
Cc1cc(C)n2c(SCc3nnc(-c4cccs4)o3)nnc2n1	6	-0.1	2	72	5	/	2	7	0
N#CCCN(C(=O)CN1CCN(S(=O)(=O)c2ccc(Cl)s2)CC1)c1ccc(F)cc1	/	-0.2	-6	/	5	-5	-9	2	/
Nc1ncc(Br)cc1S(=O)(=O)N1CCCCCC1	-7	-2.2	-2	106	5	-6	-19	-6	30
COc1ccc(S(=O)(=O)N2CCC(C(=O)NCCC3=CCCCC3)CC2)cc1C	-2	1.2	-9	112	-6	-4	5	4	-7
COC(=O)c1[nH]c2cc(OC)ccc2c1NC(=O)CCN1CCSCC1	-8	-0.9	0	124*	5	-2	-6	0	-27
O=C(N1CCOCC1)N1CCN(c2ccccc2)CC1	-7	-2.7	3	97	-3	-2	23	2	8
COCCn1c(SCc2cc(C(C)=O)ccc2OC)nc2cc(Cl)ccc2c1=O	9	-2.3	-9	96	0	-11	8	0	1
CC(C)=CCC(C)(C)CNC(=O)NC1CCCCC1	-146	-0.2	-1	103	3	1	-5	3	9
CN(C)c1ccc(/C=N/N(CCC(=O)NC(C)(C)C)C2=NS(=O)(=O)c3ccccc32)cc1	-21	23	-7	103	-1	-10	2	2	28
CCN=C1S/C(=C/c2ccc(-c3ccc(Cl)cc3C(=O)O)o2)C(=O)N1CC	-12	1.6	0	106	4	5	3	4	11
COc1cc(NC(=O)C2=C(C)OCCS2)c(Cl)cc1C(=O)NCCN(C)C	-4	-3.9	1	94	5	-9	-26	4	1
CCOc1ccc(NC(=O)[C@@H]2CCCN2C(=O)c2cccs2)cc1S(=O)(=O)N1CCOCC1	/	-0.6	3	/	6	-4	-11	-4	/
CCCCOc1ccc(CSc2nnc(C)n2N)cc1[N+](=O)[O-]	0	-0.5	7	101	1	0	10	2	28
CCCc1cc(=O)oc2cc(C)cc(OC(=O)c3ccco3)c12	-4	-2.2	8	112	0	-3	11	1	4
CCOC(=O)c1ccc2[nH]c3c(c2c1)CCCC3	-26	-1.3	-5	102	3	-10	7	8	19
COc1cc2c(cc1OC)C(c1cccc(C)c1)CC(=O)N2 (stereo unspecified)	-18	2.4	13	104	-4	-10	11	-1	29
CCNC(=O)CC1SC(=Nc2cccc(Cl)c2C)N(C)C1=O (stereo unspecified)	-2	-2.1	-2	103	6	-4	-22	-4	6
CC(=O)Nc1ccc(NC(=O)CSc2ccc3nnc(CCNC(=O)c4ccccc4)n3n2)cc1	11	-2.4	-3	95	3	-6	15	-3	-17
COc1ccccc1C(=O)NCCC(=O)Nc1ccncc1	/	-0.9	7	/	1	-1	6	0	/
Cc1ccc(OCc2cc(C(=O)N3CCCC(O)C3)no2)cn1 (stereo unspecified)	-10	-0.6	-1	98	0	-7	-8	-1	1
CC(CCN1CCN=C1N(C)C)c1ccccc1 (stereo unspecified)	/	2.1	-4	/	4	-5	12	6	/
COc1ccc(C(=O)C[n+]2ccc3c(c2)nc(-c2ccc(OC)cc2OC)n3C)cc1	-23	1.9	0	105	6	-4	9	-5	32
O=c1c2c(-c3ccc(Cl)cc3)csc2nc2n1CCC2	-1	-3.8	18	110	5	-8	3	0	0
C#CC(CC)(CC)NC(=O)/C=C/C(=O)O	0	4.4	-7	97	10	-3	-16	6	3
CCOC(=O)C1=CN(Cc2cccc(F)c2)S(=O)(=O)N(C)C1c1ccc(F)c(Cl)c1 (stereo unspecified)	/	3.9	-10	/	3	-9	1	/	/
O=C(c1ccccc1)N1CCN(c2nc3ccc([N+](=O)[O-])cc3s2)CC1	-7	3.5	3	98	-10	-2	34	4	25
CC(C)(C)OC(=O)N(CCc1ccccc1)Cc1ccccc1OCc1ccc(NC(=O)C2CCC2)cc1	/	-1.0	-5	/	3	1	-17	/	/
CCOc1nc(N2CCOCC2)nc(N2CCOCC2)n1	-3	1.7	-7	106	5	2	-18	6	-2
CCN(CC)C(=O)CSc1nc2cc3c(cc2c(=O)n1Cc1ccc2c(c1)OCO2)OCO3	-2	-0.9	11	100	-2	-4	8	-4	-10
S=c1[nH]nc(COc2ccccc2)n1C1CCCCC1	-6	-1.1	3	116	-15	4	-4	0	66*
COc1cc(OC)cc(-c2nc(-c3ccc(Br)cc3)no2)c1	0	18	7	92	0	-7	13	6	-1
Cc1cc(C(=O)O/N=C(\N)c2ccncc2)ccc1[N+](=O)[O-]	-14	-0.2	-5	91	-6	-4	-3	3	1
Cc1ccc(C(=O)NCCn2cc(SCC(=O)Nc3cc(C)on3)c3ccccc32)cc1	0	-11	-4	107	-1	/	6	7	25
Cc1cc(C(N)=O)c2ccccc2n1	-5	0.5	13	/	0	-7	6	-1	-18
Cc1cc(C)c2c(N)c(-c3nnc(SCc4ccc(Cl)cc4)n3C)sc2n1	-2	-0.1	12	96	5	-3	5	3	-10
CCC[C@@H](CN1CCC[C@H]1CN1C(N)=NC[C@H]1CC(C)C)N1C[C@@H](Cc2ccccc2)N(CCc2ccc(Cl)c(Cl)c2)C1=N	/	2.2	-12	/	5	-4	47	3	/

No enrichment for hits; overall some 4.2% were active at least once.
